hIAP activ = increases human intestinal alkaline phosphatase activity. P09923. purified human IAP, CDP-Star luminescence, 30 min; active compounds read high; 1 = vehicle-only enzyme, 0 = enzyme-free background. activation factor at 10 µM. 330,000 tested, 0.16% active. AID 2524;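 active means activation factor of the enzyme at least 2-fold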; further: the source names both 10 and 20 µM as test concentration; values of inactives mirror those of a sister screen read the other way
Target sequence (P09923 whole entry, looked up): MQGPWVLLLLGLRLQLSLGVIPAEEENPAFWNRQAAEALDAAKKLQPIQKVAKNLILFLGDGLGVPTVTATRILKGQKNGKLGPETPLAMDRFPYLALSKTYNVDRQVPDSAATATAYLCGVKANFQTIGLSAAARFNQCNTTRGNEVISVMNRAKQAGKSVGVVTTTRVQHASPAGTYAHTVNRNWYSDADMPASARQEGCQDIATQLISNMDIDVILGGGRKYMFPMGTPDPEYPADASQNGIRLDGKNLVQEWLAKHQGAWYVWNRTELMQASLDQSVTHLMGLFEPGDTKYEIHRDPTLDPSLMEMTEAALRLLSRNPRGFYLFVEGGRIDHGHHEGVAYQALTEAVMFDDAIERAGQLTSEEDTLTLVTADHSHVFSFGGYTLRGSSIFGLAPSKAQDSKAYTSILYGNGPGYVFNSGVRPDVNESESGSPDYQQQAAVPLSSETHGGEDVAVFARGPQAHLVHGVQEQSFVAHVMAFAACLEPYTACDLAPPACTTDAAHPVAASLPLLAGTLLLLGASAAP
mIAP inh = blocks mouse intestinal alkaline phosphatase; purified mouse IAP, CDP-Star luminescence, 30 min; inhibition, % at 10 µM; 330,000 tested, 0.2% active;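 active means inhibition of at least 40% at 10 µM in the primary screen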;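 further: plate controls were DMSO with enzyme for no effect and no enzyme wells for full effect; values of inactives mirror those of a sister screen read the other way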
hIAP block = human IAP inhibition. 330,000 tested, 0.12% active. P09923. AID 2544. inhibition, % at 10 µM. purified IAP, CDP-Star luminescence, 30 min;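 active means inhibition reaching a set limit with compound at 10 µM in the primary screen, cut at about 35% in these data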;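 further: plate controls were DMSO wells with enzyme for no effect and no-enzyme buffer wells for full effect; values of inactives mirror those of a sister screen read the other way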
mIAP activ = mouse IAP activation | muIAP, CDP-Star luminescence, 30 min; active compounds read high; 1 = vehicle-only enzyme signal, 0 = enzyme-free wells | activation factor at 10 µM | 330,000 tested, 0.24% active;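 active means activation factor of at least 2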; further: the source names both 10 and 20 µM as test concentration; values of inactives mirror those of a sister screen read the other way
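Assay system: mouse IAP enzyme / Compound: DMSO-dissolved test compounds / Timing: 30 min, room temperature / Measured by: luminescence from enzymatic CDP-Star hydrolysis / Control set: DMSO-only wells, enzyme-free buffer wells as negative control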
MPTP inh = blocks calcium-induced mitochondrial swelling; isolated mouse mitochondria, Ca2+ swelling absorbance, 30 min; inhibition, % at 10 µM; 360,000 tested, 1.4% active;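 active means inhibition of 50% or more, scaled per plate between neutral and stimulator controls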;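 further: 0% = DMSO wells given calcium and 100% = 1 mM EGTA wells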
APOBEC3A inh = blocks human APOBEC3A ssDNA deamination. P31941. inhibition, % at 20 µM. 330,000 tested, 0.41% active. recombinant A3A, FAM/TAMRA ssDNA deamination fluorescence;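 active means at least 40% inhibition at 20 µM here, with at most 30% in a related deaminase screen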;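 further: plate controls were A3A with DMSO for no effect and wells lacking A3A enzyme for full effect; some results filed as inactive read as strong as hits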
A3G deaminase = APOBEC3G (human) deaminase inhibition. AID 493012. recombinant A3G, ssDNA deamination FAM/TAMRA fluorescence. 330,000 tested, 0.28% active. inhibition, % at 20 µM;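 active means inhibition of at least 40% at 20 µM, with no more than 30% in the related APOBEC3A deaminase screen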;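 further: plate controls were DMSO wells with A3G for no effect and wells lacking A3G enzyme for full effect; some compounds called inactive have numbers as strong as hits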
Target sequence (Q9HC16 whole entry, looked up): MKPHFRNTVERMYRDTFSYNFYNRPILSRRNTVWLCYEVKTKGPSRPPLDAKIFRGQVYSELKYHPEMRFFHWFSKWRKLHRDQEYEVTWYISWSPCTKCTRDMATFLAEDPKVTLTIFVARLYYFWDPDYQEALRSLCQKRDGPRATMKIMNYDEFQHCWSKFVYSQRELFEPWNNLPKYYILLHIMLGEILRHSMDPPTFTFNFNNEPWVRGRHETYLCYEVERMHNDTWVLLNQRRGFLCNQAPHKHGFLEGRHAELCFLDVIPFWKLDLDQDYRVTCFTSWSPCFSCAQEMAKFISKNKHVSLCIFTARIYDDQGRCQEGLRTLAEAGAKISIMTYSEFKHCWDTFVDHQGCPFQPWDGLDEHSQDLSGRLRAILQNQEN
NR3A LBD binder = modulates the human NR3A ligand-binding domain. Tm shift relative to glycine control, % at 25 µM. AID 1259313. 340,000 tested, 2.5% active. NR3A LBD differential scanning fluorimetry, Tm shift; 0% = protein alone, 100% = glycine-bound protein;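 active means melting temperature shift of at least 10% of the positive control shift, at one fixed dose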
beta cell repl = induces beta-cell replication in MIN6 cells; MIN6 cells proliferation, ATPlite luminescence, 48 h; cells starved in 0.2% serum; 100% = growth in 10% serum; proliferation, % at 10 µM; 330,000 tested, 0.29% active; AID 2380;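 active means compounds whose signal lies at least 3.5 SD above the mean of all wells on their plate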;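 further: 0% = DMSO-treated cells in low-serum medium and 100% = 10% serum control; some compounds called inactive have numbers as strong as hits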
Numbers without * were called inactive.

SMILES	hIAP activ	mIAP inh	hIAP block	mIAP activ	MPTP inh	APOBEC3A inh	A3G deaminase	NR3A LBD binder	beta cell repl
O=C1CC(N(Cc2ccco2)C(=O)Nc2ccc(F)cc2)C(=O)N1c1ccc(F)cc1 (stereo unspecified)	0.974	-8.1	2.6	1.08	-1.0	5.0	0.2	0.0	-2.1
COc1ccc(C(CNC(=O)Cc2ccc(-c3ccccc3)cc2)N(C)C)cc1 (stereo unspecified)	1	-2.5	-0.4	1.02	-0.7	1.2	-4.9	-0.7	-4.0
COc1ccc(Cl)cc1NC(=O)c1nnn(CC(=O)Nc2ccc(OC)c(OC)c2)c1N	0.919	-4.2	8.1	1.04	-2.0	-4.6	-6.8	-1.3	1.6
CC(C)C(C)NC(=O)COC(=O)C1CCN(S(=O)(=O)c2ccc3c(c2)OCCO3)CC1 (stereo unspecified)	1.11	4.4	-11.3	0.956	-0.6	1.0	-10.8	1.1	1.1
CC1=C(C(=O)Nc2ccccc2C)C(c2cccnc2)n2nc(CCCO)nc2N1 (stereo unspecified)	1.26	-9.3	-26.0	1.09	-0.6	2.4	1.0	2.8	-0.8
O=S(=O)(Nc1ncccn1)c1ccc(NC(=S)N2CCN(Cc3ccc(F)cc3Cl)CC2)cc1	1.08	7.9	-8.4	0.921	-2.4	-5.3	-4.8	1.6	-5.2
O=C(N/N=C/c1cc(Cl)c(O)c(Cl)c1)c1cc2c(ccc3ccccc32)o1	1.24	6.4	-23.9	0.936	1.2	-3.4	-9.7	6.0	-6.5
Cc1ccc(NC(=S)NC(NC(=O)N(C)C)C(Cl)(Cl)Cl)cc1 (stereo unspecified)	0.935	-9.2	6.5	1.09	1.4	-1.6	-3.0	-1.8	0.0
Cc1ccc(NC(=O)C2C3C=CC4(O3)C2C(=O)N(CCCN2CCCCC2)C4C(=O)NC2CCCCC2)cc1Cl (stereo unspecified)	1.18	-7.4	-18.1	1.07	0.4	-0.1	-8.6	-4.8	-2.1
O=C(CN1CCN(Cc2ccc(F)cc2Cl)C1=O)NCCCN1CCOCC1	1.33	-11.6	-33.2	1.12	-2.1	-1.5	-5.3	0.2	0.4
O=c1oc2c(CN3CCOCC3)c(O)ccc2c2c1CCC2	1.02	9.8	-1.6	0.902	0.2	0.9	-2.0	-0.9	-0.9
CC(Cn1cncn1)NC(=O)c1cc(COc2cccc(C(F)(F)F)c2)on1 (stereo unspecified)	0.964	-0.6	3.6	1.01	-1.3	3.6	-1.1	-0.3	1.9
COCc1nnc(NC(=O)c2cc(C(=O)OC)cc([N+](=O)[O-])c2)s1	1.01	-16.4	-1.5	1.16	0.2	-2.4	-6.1	-3.2	-2.5
CCc1noc(C)c1C(=O)Nc1cc(S(=O)(=O)N2CCOCC2)ccc1OCC(F)(F)F	1.1	-6.6	-10.5	1.07	-1.7	9.1	9.4	0.7	0.7
Cc1cc(N/N=C/c2ccccc2F)c2ccccc2n1	0.785	8.8	21.5	0.912	0.5	-1.9	-8.6	-0.4	6.8
Cc1ccc(C(=O)Nc2nccs2)s1	1.12	1.3	-11.9	0.987	0.0	0.9	-6.8	0.6	-3.1
CCOc1ccc(C(=O)Nc2cccc(-c3ccc4nncn4n3)c2)cc1	0.893	-3.2	10.7	1.03	3.1	1.9	-4.1	-1.2	-0.9
COC(=O)c1cccc(NC(=O)CCSc2ccc(Cl)cc2)c1C	1.03	-3.1	-3.5	1.03	-2.7	-2.2	0.6	-0.8	-2.3
COc1cccc(C2CC(C(F)(F)F)n3ncc(C(=O)Nc4c(C)n(C)n(-c5ccccc5)c4=O)c3N2)c1 (stereo unspecified)	0.913	5.2	8.7	0.948	0.7	-5.7	-6.0	0.1	0.1
COCCn1c(SC(C(=O)Nc2cc(C)ccc2OC)c2ccccc2)nnc1-c1ccc(Cl)cc1 (stereo unspecified)	0.977	-5.3	2.3	1.05	0.5	6.0	-3.2	6.9	0.0
CCn1c(=O)n(CC)c2cc(N3CCCC3)c(NC(=O)c3cc(Cl)ccc3OC)cc21	0.971	-1.8	2.9	1.02	-0.6	-2.8	-2.2	-33.0	-6.8
COC(=O)C(NC(=O)CCC(=O)N[C@@H](C(=O)OC)c1ccccc1)c1ccccc1 (stereo partly specified)	0.934	-16.0	6.6	1.16	0.3	-4.2	-14.6	0.7	-0.2
Cc1cccc(C)c1NC(=O)CN1CCCC1	1.02	2.9	-2.2	0.971	0.0	-1.2	-9.9	-0.4	0.0
CC1CC(NC(=O)Cc2ccc(Br)cc2)CC(C)(C)C1 (stereo unspecified)	1.07	-21.9	-7.5	1.22	32.6	-4.6	-4.5	-4.0	-4.9
COc1cc(NC(=O)CSc2nc(=O)n(CCCN3CCOCC3)c3c2CCC3)cc(OC)c1	1.13	2.9	-13.3	0.971	-2.3	2.6	-0.9	4.6	4.6
CCN(CC)c1ccc(NC(=O)Cn2nnc(-c3cccc(OC)c3OC)n2)c(C)c1	1.01	-15.3	-0.6	1.15	13.0	0.5	3.9	-1.6	-0.9
CNC(=O)c1ccccc1NC(=O)c1ccc(C)c(S(=O)(=O)N2CCCCC2)c1	0.972	0.5	2.8	0.995	3.7	1.5	-3.9	-12.8	5.0
COc1cc(N(C)C)c([N+](=O)[O-])cc1C(=O)NC(C)CNc1ccc([N+](=O)[O-])cc1Cl (stereo unspecified)	0.908	1.7	9.2	0.983	-6.0	-0.4	-3.2	-2.2	0.0
Cc1cccc(NC(=O)CNC(=O)c2ccc3c(c2)OCO3)n1	0.979	-3.8	2.1	1.04	-1.1	0.3	-8.5	-2.3	-0.9
CC(C)CNC1=CC(=O)CC(c2ccco2)C1 (stereo unspecified)	1.02	20.3	-2.2	0.797	1.5	7.1	2.7	-2.2	0.8
O=C(COC(=O)C1CCN(S(=O)(=O)c2ccc3c(c2)OCCO3)CC1)NC1CCCCC1	1.02	6.8	-2.3	0.932	-1.3	-0.7	-6.8	1.7	-0.1
Cn1c(C(=O)NCCN2CCN(Cc3ccccc3)CC2)cc2c(=O)n(C)c3ccccc3c21	0.923	9.6	7.7	0.904	-0.7	-3.1	0.9	0.9	-3.9
C#CCOCCOCCOCCNc1nc(N2CCN(C(=O)CCCCCCCCCCNC(=O)[C@H](CCCCN)n3cc(CCCC(=O)O)nn3)CC2)nc(N2CCN(C(=O)CCCCCCCCCCNC(=O)[C@H](CCCN=C(N)N)n3cc(C[C@@H](C)CC)nn3)CC2)n1	1.02	-123.9	-2.3	2.24*	-14.4	-0.4	-2.8	23.2*	-5.3
CCN(Cc1nc2ccccc2c(=O)[nH]1)Cc1cc(=O)oc2cc(OC)ccc12	0.942	4.6	5.8	0.954	0.9	-3.4	-4.3	1.0	0.0
C=CC[C@H](CC(=O)OC(C)(C)C)C(=O)OC[C@@H]1CCCN1C(=O)[C@H](CC=C)CC(=O)N[C@H](CO)Cc1ccccc1	1.04	-4.7	-3.8	1.05	0.4	4.6	-1.6	-3.8	3.5
Cc1nc2scc(-c3ccc(Cl)cc3)c2c(=O)o1	1.25	1.6	-24.8	0.984	0.1	-1.9	-7.1	-0.1	-2.1
COc1ccc(N2C(=O)C(CC(=O)Nc3ccccc3)N(Cc3ccccn3)C2=S)cc1 (stereo unspecified)	0.988	0.1	1.2	0.999	-2.0	0.5	-0.1	1.7	-0.3
CCOCCCNC(=S)N1CCCN(c2nc3cc(C)c(C)cc3cc2C#N)CC1	0.982	1.1	1.8	0.989	-4.6	5.2	15.0	-27.6	-1.2
C/C(CC(=O)Nc1cccc(F)c1)=N\NC(=O)C(=O)NC1CCCCC1	0.997	19.3	0.3	0.807	0.9	-3.6	-0.4	-0.3	-1.8
COc1ccc(NC(=O)CCN2CCN(S(=O)(=O)c3ccc(C(C)C)cc3)CC2)cc1	1.02	-12.6	-2.5	1.13	-0.4	5.0	9.7	4.2	-1.1

Brought forward from above: three compounds, followed by the next part.
SMILES	hIAP activ	mIAP inh	hIAP block	mIAP activ	MPTP inh	APOBEC3A inh	A3G deaminase	NR3A LBD binder	beta cell repl
CCOCCCNC(=S)N1CCCN(c2nc3cc(C)c(C)cc3cc2C#N)CC1	0.982	1.1	1.8	0.989	-4.6	5.2	15.0	-27.6	-1.2
C/C(CC(=O)Nc1cccc(F)c1)=N\NC(=O)C(=O)NC1CCCCC1	0.997	19.3	0.3	0.807	0.9	-3.6	-0.4	-0.3	-1.8
COc1ccc(NC(=O)CCN2CCN(S(=O)(=O)c3ccc(C(C)C)cc3)CC2)cc1	1.02	-12.6	-2.5	1.13	-0.4	5.0	9.7	4.2	-1.1
COc1ccc(-c2nnc(SCc3csc(N)n3)n2C)cc1	0.862	1.1	13.8	0.989	-3.2	3.1	-1.4	1.3	-3.0
Cc1nc(NC(=O)c2csc3ccccc23)sc1C	1.08	-0.7	-7.8	1.01	1.3	-5.5	-4.9	28.1*	-3.2
COc1ccc(NC(=O)N2CCOCC2)cc1	1.07	2.9	-7.2	0.971	0.2	-6.9	-8.1	0.5	-1.3
O=C(Cn1c(NCCO)nc2ccccc21)c1ccc(Cl)cc1	1.01	-2.3	-0.8	1.02	-0.7	0.1	-3.0	0.9	6.1
COc1cccc(N(CC(=O)N2CCN(C)CC2)S(=O)(=O)c2ccc(C)cc2)c1	0.999	-1.6	0.1	1.02	2.5	-5.3	-4.5	-0.1	0.0
COC(=O)c1ccc(Cn2nnc3ccccc32)cc1	1.02	-2.6	-1.7	1.03	6.0	-3.3	-4.3	-2.2	4.3
COc1cccc(C(=O)N(Cc2nc(-c3cccc(C)c3)no2)C(C)C)c1OC	0.949	5.1	5.0	0.949	3.6	1.7	8.6	-2.2	2.6
COc1ccc(/C=C2\SC(=O)N(CC(=O)Nc3ccc(O)cc3)C2=O)cc1OC	1.09	2.4	-9.3	0.976	-0.9	-3.8	-4.1	-1.0	-3.7
CC(C)(C)C(=O)Nc1ccccc1C(=O)Nc1ccccn1	0.882	-4.5	11.8	1.04	-2.2	1.2	0.2	-0.6	0.9
CCOC(=O)c1oc2cc(O)c(CC)cc2c(=O)c1-c1cscn1	1.16	-36.2	-16.2	1.36	-0.7	-4.1	-4.1	-0.9	0.6
CC(C)OCCCNC(=O)c1cn(C)c2ccc(S(=O)(=O)N(C)C3CCCCC3)cc2c1=O	0.92	-5.1	8.0	1.05	-2.4	-5.0	-6.7	3.4	1.5
CCn1c(CNc2ccc(Cl)cc2)nnc1SCCN1CCCCC1	0.92	-0.4	8.0	1	0.4	-1.1	-4.8	0.1	-1.9
O=C(NCCNS(=O)(=O)c1cccc(C(F)(F)F)c1)c1cc(OCC(F)(F)F)ccc1OCC(F)(F)F	0.993	4.5	0.7	0.955	7.0	-1.3	-2.0	-0.8	-1.3
CCCN1C(=O)CC(C(=O)OC)=C1C	0.766	3.6	23.4	0.964	-1.4	-1.6	-0.6	3.3	0.4
COc1ccc(N(CC(=O)Nc2ccc(F)c(F)c2)S(=O)(=O)c2c(C)n[nH]c2C)cc1	1.87	-4.4	-86.6	1.04	-0.8	-0.7	0.1	-4.2	-2.9
C=CCNC(=O)c1nn2cccnc2c1Cl	1.05	-4.1	-5.0	1.04	-3.4	-2.6	2.7	-1.6	-1.1
O=C(/C=C/c1cccs1)NC(=S)NNC(=O)Cc1cccs1	1.32	4.8	-32.2	0.952	-2.6	-20.0	2.0	-0.7	-3.3
O=C(NC1CCC(=O)N(CCSc2ccccc2)CC1)OCc1ccccc1 (stereo unspecified)	1.12	-5.0	-12.1	1.05	0.5	-0.1	-2.6	0.5	-7.6

High-throughput results deposited in PubChem by Sanford-Burnham Center for Chemical Genomics.
